DAX1 inh-1: DAX1 (NR0B1) inhibition, primary screen | 370,000 tested, 1.1% active | HEK293T StAR-luciferase reporter, SF-1/DAX-1 repression relief | AID 652010 | inhibition, % at 6.8 µM;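 active = inhibition above the mean over all tested compounds plus 3 SD, cut at about 3.6% in these data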;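 note: 0% = DAX-1 cells with DMSO and 100% = cells lacking DAX-1 with DMSO; higher inhibition means more luminescence from relief of DAX-1 repression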
PG9 binder: PG9 antibody binding by small molecule | 360,000 tested, 0.43% active | TR-FRET gp120-PG9 antibody binding | inhibition, % at 6.7 µM | AID 624416; in the data active = inhibition above about 8.5%
hgDAF-12 ag: activates the H. glycines DAF-12 receptor ligand-binding domain; 370,000 tested, 1.8% active; activation, % at 6.8 µM; HEK293 GAL4-hgDAF12 UAS-luciferase reporter, agonist luminescence; normalized to butyrate control;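 active = activation above a cutoff set at the mean of all screened compounds plus 3 SD, cut at about 10% in these data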;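 note: 0% = DMSO wells and 100% = sodium butyrate wells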
NPR1 activator: GC-A (human) enzyme activation; activation, % at 10 µM; P16066; HEK293 GC-A cells, cGMP TR-FRET, EC30 ANP; 0% at EC30 ANP, 100% saturating ANP; 370,000 tested, 0.14% active; in the data active = activation above about 40%
ADAM17 inh: ADAM17 inhibition, QFRET primary screen. 370,000 tested, 0.83% active. recombinant ADAM17, EDANS/DABCYL FRET peptide cleavage. AID 720648. P78536. inhibition, % at 6.95 µM;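 active = inhibition above the mean of compounds lying between control limits plus 3 SD, set per campaign, cut at about 8.5% in these data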;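 note: 0% = DMSO-only wells as the low control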
DAX1 inh-2: NR0B1 (DAX1) inhibition; inhibition, % at 6.75 µM; HEK293 Gal4-DAX1 luciferase reporter, luminescence; 340,000 tested, 0.99% active; AID 504766;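 active = inhibition above the mean over all tested compounds plus 3 SD, cut at about 4.2% in these data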;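 note: 0% = DAX1-transfected cells with DMSO and 100% = empty-vector control cells with DMSO; inhibition shows as a rise in luminescence from relieved DAX1 repression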
Target sequence (P51843 207-470 limits assumed): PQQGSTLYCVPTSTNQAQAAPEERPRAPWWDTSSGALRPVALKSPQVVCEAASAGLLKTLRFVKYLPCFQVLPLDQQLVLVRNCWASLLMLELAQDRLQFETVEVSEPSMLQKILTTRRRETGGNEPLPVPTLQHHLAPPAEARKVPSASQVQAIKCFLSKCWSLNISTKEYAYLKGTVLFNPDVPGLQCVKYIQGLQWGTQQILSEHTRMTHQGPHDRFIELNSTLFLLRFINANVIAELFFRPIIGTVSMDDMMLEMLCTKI
hcDAF-12 act: activates DAF-12 receptor from parasite H. contortus | HEK293 hcDAF-12 lit1-tk-luc reporter, luminescence; 0% DMSO, 100% Δ7-dafachronic acid | activation, % at 6.8 µM | 370,000 tested, 1.4% active;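 active = activation above the mean of all tested compounds plus 3 SD, cut at about 5.5% in these data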;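 note: 100% = response to 3 µM Δ7-dafachronic acid high control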
FXN GAA850 act: frataxin GAA850 promoter activation | HEK293 lucGAA850 FXN promoter luciferase reporter, 24 h; percent of 10 µM SAHA response | activation, % at 6 µM | 360,000 tested, 0.56% active;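 active = activation above the average of all compounds screened plus 3 SD, cutoff fixed separately per campaign, cut at about 7.5% in these data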;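 note: 0% = DMSO wells and 100% = 10 µM SAHA wells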
ssDAF-12 act: S. stercoralis DAF-12 activation, primary screen | 370,000 tested, 1% active | AID 652126 | activation, % at 6.8 µM | HEK293 ssDAF-12/GRIP1 lit1-tk-luc reporter, luminescence; % of 3 µM dafachronic acid response;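 active = activation above the mean over all tested compounds plus 3 SD, cut at about 0.9% in these data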;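 note: 0% = DMSO-only wells and 100% = 3 µM delta7-dafachronic acid wells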
SMARCA2 act: SMARCA2 function activation, primary screen. MG213 cells, MMTV-luciferase reporter, dexamethasone, overnight. activation, % at 9.1 µM. 370,000 tested, 1% active; in the data active = activation above about 7.8%;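 note: 0% = vehicle wells and 100% = reference activator wells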
ADAM10 inh: inhibits human ADAM10 | O14672 | recombinant ADAM10, EDANS/DABCYL FRET peptide cleavage, 3 h | inhibition, % at 7 µM | 370,000 tested, 0.62% active;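 active = inhibition above a per-campaign cutoff equal to the mean of compounds falling between control-based bounds plus 3 SD, cut at about 20% in these data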;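 note: 0% = DMSO wells while the 100% control is not disclosed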
Target sequence (O14672 214-748 limits assumed): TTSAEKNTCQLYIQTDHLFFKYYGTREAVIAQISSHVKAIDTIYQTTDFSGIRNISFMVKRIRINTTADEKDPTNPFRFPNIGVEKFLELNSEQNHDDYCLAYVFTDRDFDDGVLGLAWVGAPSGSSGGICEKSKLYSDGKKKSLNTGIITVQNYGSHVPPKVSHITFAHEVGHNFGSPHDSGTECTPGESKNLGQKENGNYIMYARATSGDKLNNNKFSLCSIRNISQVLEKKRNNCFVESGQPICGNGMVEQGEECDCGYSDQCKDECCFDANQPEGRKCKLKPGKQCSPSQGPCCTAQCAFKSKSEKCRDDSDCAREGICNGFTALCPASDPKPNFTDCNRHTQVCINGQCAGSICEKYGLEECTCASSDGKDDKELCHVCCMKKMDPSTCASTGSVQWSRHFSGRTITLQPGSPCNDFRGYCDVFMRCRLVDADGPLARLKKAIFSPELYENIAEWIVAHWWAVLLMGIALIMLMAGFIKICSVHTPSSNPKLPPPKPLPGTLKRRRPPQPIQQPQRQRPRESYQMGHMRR
An asterisk follows results filed as active; · = not tested or not shown; & = joins results of further samples. Hits appear at their usual frequency; about 6.8% have a hit in one of these screens.

SMILES	DAX1 inh-1	PG9 binder	hgDAF-12 ag	NPR1 activator	ADAM17 inh	DAX1 inh-2	hcDAF-12 act	FXN GAA850 act	ssDAF-12 act	SMARCA2 act	ADAM10 inh
COc1ccc(CN2CCNC(=O)C2CC(=O)NCCCn2cccn2)cc1C (stereo not given)	2.1	-0.3	1.6	3	-4	-0.1	-1.7	3.2	-0.4	0	-7
Cc1cc(C)cc(NC(=S)N2C3CCCC2CC(NC(=O)C2CC2)C3)c1 (stereo not given)	-0.1	1.8	-2.3	2	-4	-0.5	-1.8	0.5	-1.0	-2	2
O=C(C1CC1)N1CCN(C(c2ccccc2)c2ccccc2)CC1	-0.3	-0.3	-2.8	-1	0	1.0	-2.2	-0.3	-1.5	2	3
CCOC(=O)N1CCN(C(=O)CN(c2cccc(C(F)(F)F)c2)S(=O)(=O)c2ccccc2)CC1	0.4	0.5	1.3	-3	0	-0.9	-0.3	0.8	-0.9	-3	14
CC(C)Oc1ccc(OCCCN2CCCCCC2)cc1	-0.2	0.3	-0.5	-1	-3	0.8	-0.7	1.2	-1.2	0	1
CCC(=O)NCc1c(C)c(C)n(Cc2ccccc2)c1-n1cccc1	-0.1	0.3	0.8	-3	-3	2.3	-0.2	-0.7	-1.7	0	-10
O=S1(=O)c2ccc(Br)cc2OC2CCCC[C@@H]2N1Cc1ccccc1 (stereo not given in full)	-0.8	-0.4	1.6	-7	-4	·	-0.2	·	-0.9	-2	1
Cc1ccc(NC(=O)COc2coc(CN3CCc4ccccc4C3)cc2=O)cc1Cl	-3.9	2.3	-1.2	-3	-2	-2.8	-2.2	0.5	-1.8	-2	-8
COc1ccc(NC(=O)CN(C)C(=O)c2cc(-c3ccc(Cl)cc3)nc3ccccc23)cc1	-3.4	0.7	-3.1	3	0	-1.4	-1.4	-1.8	-1.3	-2	13
Cc1nn(Cc2ccccc2)c(C)c1C(=O)NCCN1C(=O)S/C(=C\c2ccc(F)cc2)C1=O	0.0	2.3	-0.9	0	-1	3.0	-0.4	1.4	-0.9	-1	-4
COc1cc(=O)[nH]c(SC(C)C(=O)Nc2ccc3ccccc3c2)n1 (stereo not given)	-0.1	1.4	0.3	-2	-5	0.1	2.6	0.2	-0.3	-3	-4
O=C(O)c1ccc(N(c2ccccc2)c2ccccc2)cc1	0.4	-0.5	-0.7	-3	-75	-1.0	0.6	0.4	-0.9	-1	-197
CCn1c(O)c(N=NC(=O)CNC(=O)/C=C/c2ccco2)c2ccccc21	0.2	-1.9	-2.8	-6	0	-0.5	-2.8	1.8	-1.2	-4	-8
Cc1cc(Cl)c(S(=O)(=O)N2CCCC2)cc1OCC(N)=O	0.6	-0.1	-1.3	0	4	0.1	-0.6	1.5	-0.2	-2	1
Cc1cc(NC(=O)COc2nnc(-c3ccccc3)c3ccccc23)no1	0.2	0.9	-1.9	5	-5	0.0	-0.9	1.3	-1.4	-3	7
O=C1CCc2ccc(OCCCCN3CCN(c4cccc(Cl)c4Cl)CC3)cc2N1	-1.8	-0.3	1.2	-2	-2	-1.1	0.2	-0.5	-1.8	-3	4
CC(C)OC(=O)CN1CCN(S(=O)(=O)c2cc(Cl)ccc2Cl)CC1	0.8	-2.2	-0.1	3	-1	-0.3	0.3	0.7	-1.2	0	-1
COc1ccc(N(CC(=O)NN=C2CCN(C)CC2)S(=O)(=O)c2ccc(NC(C)=O)cc2)cc1	0.0	0.8	0.5	-1	0	0.1	-1.9	-0.5	-1.1	-4	10
Cc1cccc(S(=O)(=O)Nc2nc3ccccc3nc2Nc2cccc(C(=O)O)c2)c1	1.3	8.0	1.4	7	1	1.1	1.9	1.7	-0.9	0	5
Cc1ccc(-n2nnnc2SCC(=O)NCC2CCCO2)cc1C (stereo not given)	-1.7	-0.6	-1.4	-1	1	-0.7	-0.8	0.0	-1.2	0	4
Nc1nc(N)nc(-c2ccccc2O)n1	0.4	-0.2	4.5	6	-1	-1.0	2.4	6.7	-0.6	4	-3
O=C(NCc1ccccc1)C(c1ccncc1)N(C(=O)c1csnn1)c1cccc(F)c1 (stereo not given)	-0.4	3.2	-0.3	2	-2	-0.3	1.0	1.5	-1.0	-2	1
Cc1cccc(/C=N/NC(=O)Cc2cccs2)c1	-0.2	-3.6	3.9	3	2	2.8	1.1	1.8	0.1	5	6
CCN1C(=O)[C@H]2[C@@H](c3ccc(Cl)cc3)N3C(=O)CN(CCOC)C(=O)[C@@]3(C)[C@H]2C1=O	-0.3	0.5	-0.9	-1	-1	0.9	-0.6	1.7	-1.2	-1	2
C=CCN1c2ccccc2[C@]23C[C@@H](C(=O)OC)N(C(=O)c4ccc(Br)cc4)C2=NC(C(=O)OC)=C(C(=O)OC)[C@H]13	0.5	-1.9	-0.1	-4	1	0.5	-1.4	-0.1	-1.4	-1	6
Nc1ncnc(Oc2cccc3cccnc23)c1[N+](=O)[O-]	-0.8	-0.6	-2.3	2	-1	1.5	0.3	-1.1	-1.5	-4	3
O=S(=O)(NCCc1ccc(Cl)cc1)c1cccc2cccnc12	0.1	-2.9	-1.3	0	0	0.9	-1.0	0.3	-1.4	-2	-2
CCOC(=O)COc1ccc(Br)cc1C1NC(=O)NC(C)=C1C(=O)NCc1ccccc1 (stereo not given)	-0.5	1.5	-1.2	-10	-1	0.4	-1.2	-0.1	-1.7	0	10
CCC(C(=O)NCCc1c[nH]c2ccc(C)cc12)c1ccccc1 (stereo not given)	0.0	-0.3	0.7	-5	1	0.5	-1.1	-0.2	-0.7	-2	-1
COc1ccc(C2CC(c3ccccc3)=NN2C(=O)COC(=O)C2CC2)cc1 (stereo not given)	-0.1	-2.0	-3.2	6	5	-0.7	-0.6	2.0	-1.9	-2	8

Single records, from the list above. Values in the order: DAX1 inh-1	PG9 binder	hgDAF-12 ag	NPR1 activator	ADAM17 inh	DAX1 inh-2	hcDAF-12 act	FXN GAA850 act	ssDAF-12 act	SMARCA2 act	ADAM10 inh
Listed for C=CCN1c2ccccc2[C@]23C[C@@H](C(=O)OC)N(C(=O)c4ccc(Br)cc4)C2=NC(C(=O)OC)=C(C(=O)OC)[C@H]13 : 0.5	-1.9	-0.1	-4	1	0.5	-1.4	-0.1	-1.4	-1	6
Listed for Cc1cccc(/C=N/NC(=O)Cc2cccs2)c1 : -0.2	-3.6	3.9	3	2	2.8	1.1	1.8	0.1	5	6

Remaining list, next part.
SMILES	DAX1 inh-1	PG9 binder	hgDAF-12 ag	NPR1 activator	ADAM17 inh	DAX1 inh-2	hcDAF-12 act	FXN GAA850 act	ssDAF-12 act	SMARCA2 act	ADAM10 inh
COc1cc2c(cc1C1NC(=S)NC(C)=C1C(N)=O)CCCC2 (stereo not given)	0.9	-2.5	1.6	2	-2	2.4	2.4	1.3	-0.8	-3	-4
CCc1ccc(C(=O)COC(=O)CNC(=O)Cc2ccccc2)cc1	1.7	0.1	0.4	8	-2	1.9	2.9	1.2	-0.3	-1	7
Cc1ccc(COCCN2CCN(S(=O)(=O)c3ccccc3)CCC2=O)cc1	-0.4	-2.0	-3.2	0	-3	-0.1	-0.9	-0.3	-1.1	2	3
O=C(O)CCCN=CC1=C(O)CNC1=O	-0.6	-1.2	0.2	3	1	-0.8	0.2	2.1	-0.7	0	0
COC(=O)c1ccc(CSc2nnc3n(Cc4ccccc4OC)c(=O)c4ccccc4n23)o1	-1.1	-1.3	-2.6	-13	0	-0.3	-2.0	2.9	-1.5	4	-1
O=S(=O)(NCC(c1cccnc1)N1CCc2ccccc2C1)c1ccccc1 (stereo not given)	0.5	-3.3	-1.5	0	1	0.5	-1.5	1.5	-0.5	0	-2
COc1cc(CN2CCCCCC2)cc(OC)c1OC	-0.1	-0.5	1.7	0	-2	0.8	-0.9	2.0	-1.4	-1	-2
N#CC(C(=O)NC1CCCCC1)=C1CCCCC1	0.4	0.4	-0.9	3	-3	0.5	-1.0	2.0	-1.0	-2	-3
Cc1ccc(-c2nc3cccnc3s2)cc1NS(=O)(=O)c1cccs1	1.1	3.5	5.1	0	-11	3.2	6.1*	2.9	0.5	-1	-70
Cc1ccc(S(=O)(=O)C(C)C(=O)c2ccc3c(c2)OCCO3)cc1 (stereo not given)	-0.5	1.1	-2.7	2	3	0.2	-0.1	0.1	-1.1	1	-2
O=C(O)c1ccc(-c2ncc[nH]2)cc1	-0.1	-1.8	-2.6	4	-16	0.2	-0.7	0.8	-1.4	-4	-40
COC(=O)C1=C(C)N(Cc2ccc(C(F)(F)F)cc2)C(=NCC2CC2)NC1c1ccccc1 (stereo not given)	-0.2	-1.5	0.7	-16	0	·	0.5	·	-0.5	3	-2
Cc1ccccc1C(C(=O)NCc1ccco1)N(CC1CCCO1)C(=O)Cn1nnc2ccccc21 (stereo not given)	-0.6	-1.2	-0.3	-4	0	0.0	-0.5	-1.6	-2.0	0	13
Cc1cccc(Nc2nc(NCc3ccco3)nc(N3CCOCC3)n2)c1	0.1	0.0	-2.8	7	5	-0.8	-1.8	2.1	-1.5	0	17
Nc1ccn(CCCN2CCN(C(=O)C3CC3)CC2)c(=O)n1	2.1	0.9	-1.9	4	1	1.3	-0.1	-1.3	0.8	-5	-1
COc1ccc(Oc2coc3c(CN4CCOCC4)c(O)ccc3c2=O)cc1	0.3	1.1	2.6	0	-83	-0.5	-1.6	0.3	-0.9	-1	-280
COc1cc(S(=O)(=O)NC2CCCCC2C)ccc1F (stereo not given)	-0.7	1.5	-2.0	2	1	0.9	-2.9	-0.1	-1.1	0	-3
CC(=O)Nc1cc(-c2ccc(S(C)(=O)=O)cc2)cn2c(-c3ccc(F)cc3)cnc12	-3.2	-3.5	-0.6	0	-12	·	-0.2	1.6	-1.2	1	-27
CCOC(=O)C1=C(C)NC(C)=C(C(=O)OCC)C1C(=O)OCC(=O)NC(C)C	-1.2&-1.7	-0.7&1.0	-1.3&-2.3	-2&-5	-28&-30	-0.9&-1.3	-1.8&-4.4	-2.9&-2.4	-0.9&-1.0	0&-2	-105&-114
Cc1ccc(S(=O)(=O)CC(=O)N2CCN(c3ccc(F)cc3)CC2)cc1	-0.7	-0.5	-2.6	2	4	0.7	-3.5	0.5	-1.1	-1	-2
COc1ccc(NC(=O)c2cc(C3CCCCN3C(=O)c3cccs3)on2)c(C)c1 (stereo not given)	-1.7	-1.7	-2.1	3	0	·	-2.2	0.9	-1.5	-2	4
C1=NN(c2ccccc2)C=NN1c1ccccc1	0.3	-2.7	3.9	2	-2	-0.1	0.6	1.7	-0.7	6	-1
CC(Oc1ccc(Cl)cc1Cl)c1ccnc2nc(N3CCOCC3)nn12 (stereo not given)	-1.4	1.8	-3.3	10	-17	-1.3	-2.6	3.4	-1.7	0	-41
CN1CCC(C(=O)C(=O)O)C1=O (stereo not given)	-0.3	-0.1	2.9	0	-4	-1.4	0.1	1.7	-0.6	-3	-16
Cc1ccc(OCCNc2cc(N3CCN(CCO)CC3)ccc2[N+](=O)[O-])cc1C	-1.1	-3.7	-0.7	2	4	-0.6	-2.4	2.3	-1.5	0	15
O=CNc1ccc2c(c1)Cc1cccc(NC=O)c1-2	-0.4	-9.7	2.0	-5	-6	1.6	4.5	0.5	-0.2	1	-6
CC1(C)CC(=O)C=C(c2ccc(COC(=O)C(c3ccccc3)c3ccccc3)cc2)C1=O	-1.6	-0.6	-1.0	-1	6	-0.6	-1.4	-0.3	-1.4	-4	20*
